Screening results from PubChem.
TRAIL sens C8: caspase-8 TRAIL sensitization | inhibition (viability loss, TRAIL sensitization), % at 10 µM | hit rate 1% among 360,000 | NB7+C8 cells + TRAIL, ATPlite viability luminescence;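 active = compounds causing at least 50% loss of cell viability in the single-dose screen, relative to plate controls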
Shn3 3UTR inh: Schnurri-3 reporter inhibition in Clone20 osteoblasts. Clone20 osteoblast Shn3 3'UTR firefly luciferase, 24 h. inhibition, % at 12.5 µM. hit rate 0.52% among 360,000;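 active = mean inhibition of at least 75% with every replicate also reaching 75%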;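 also: 0% = median of neutral control wells and 100% = pilot-screen positive control compound; some compounds past the cut are filed as inactive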
HIF-2a inh: HIF-2a inhibition; 786-0 RCC cells HIF-2a reporter, luciferase luminescence, overnight; inhibition, % at 18.8 µM; hit rate 0.72% among 360,000; AID 624352;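 active = inhibition of the luminescence signal of 40% or more relative to plate controls, in a single-dose primary screen at 18.75 µM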
NR2E3 ag-1: activates human NR2E3 receptor; Q9Y5X4; AID 602229; hit rate 0.35% among 360,000; CHO-S Gal4-NCOR/VP16-NR2E3 two-hybrid, luciferase; inhibition of corepressor binding, % at 3.98 µM;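 active = inhibition above the mean of all tested compounds plus 3 SD, cut at about 70% in these data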;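 also: 0% = DMSO with NR2E3 transfected cells and 100% = cells lacking NR2E3 construct; higher means lower luciferase signal from less NR2E3 corepressor binding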
Target sequence (Q9Y5X4 whole entry, looked up, the tested form may be a part): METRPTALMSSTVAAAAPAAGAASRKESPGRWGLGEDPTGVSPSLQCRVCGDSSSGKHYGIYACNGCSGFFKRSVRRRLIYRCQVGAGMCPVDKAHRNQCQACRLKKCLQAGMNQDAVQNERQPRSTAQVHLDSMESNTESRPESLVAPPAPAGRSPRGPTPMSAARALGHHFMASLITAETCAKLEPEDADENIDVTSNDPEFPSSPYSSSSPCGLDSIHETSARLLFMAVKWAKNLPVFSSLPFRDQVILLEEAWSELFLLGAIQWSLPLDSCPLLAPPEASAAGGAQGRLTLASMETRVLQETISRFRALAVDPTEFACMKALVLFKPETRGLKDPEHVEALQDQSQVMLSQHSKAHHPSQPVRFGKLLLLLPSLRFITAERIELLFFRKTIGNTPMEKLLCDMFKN
hiPSC survival: hiPSC single-cell survival enhancement. ATPlite luminescence; 100% = ROCK inhibitor wells, 0% = DMSO. survival enhancement, % at 20 µM. hit rate 0.044% among 360,000. AID 602274; in the data active = survival enhancement above about 18%;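 also: cells exposed to compounds for 16 hours before the ATP read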
TRPM1 prom inh: reduces MITF-dependent TRPM1 promoter luciferase signal; AID 488899; hit rate 0.83% among 330,000; SK-MEL-5 TRPM1 promoter luciferase, 24 h; inhibition, % at 12.5 µM;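 active = mean inhibition across replicates of 60% or more, whatever share of single replicates reaches that level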; also: values of inactives mirror those of a sister screen read the other way
Peg3 promoter: Peg3 promoter activity inhibition. HeLa PEG-Prom luciferase reporter, luminescence, overnight. inhibition, % at 20 µM. hit rate 1.7% among 360,000. AID 588405;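 active = inhibition of at least 50% at 20 µM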
CF NFkB block: blocks PAF-induced NF-kB reporter in cystic fibrosis cells. KKLEB NF-kB-GFP reporter, GFP fluorescence overnight. inhibition, % at 5 µM. hit rate 0.86% among 360,000. AID 588850;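 active = at least 50% inhibition at 5 µM, scaled per plate between neutral and stimulator controls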;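 also: PAF is a Pseudomonas aeruginosa culture filtrate used as stimulus; plate controls were PAF-stimulated DMSO wells for no effect and unstimulated DMSO wells for full effect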
NR2E3 ag-2: NR2E3 (human) agonism. inhibition of corepressor binding, % at 4.78 µM. AID 2300. GST-NR2E3/biotin-RetCOR TR-FRET, 1536-well. Q9Y5X4. hit rate 0.12% among 320,000;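 active = percent inhibition above the cutoff of mean plus 3 SD of all tested compounds, set per screening campaign, cut at about 20% in these data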;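 also: 0% = DMSO wells and 100% = biotin wells as full block of FRET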
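Test system – NR2E3–RetCOR corepressor complex · Quantity – NR2E3 fusion 1.35 nM · Buffer or medium – Tris pH 7.5 · Incubation – Compound–protein incubation for 5 h at 4 °C · Technique – TR-FRET, Eu(K)-anti-GST donor, streptavidin-D2 acceptor, ex 340, em 617/671 nm · Evaluation – percent inhibition of 671/617 nm emission ratio versus biotin and DMSO controls · Plate – 1536-well format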
KKLEB tox: counter-screen for CF NF-kB inhibitors: cytotoxicity. AID 602141. hit rate 0.36% among 360,000. KKLEB CF airway cells viability, ATPlite luminescence, overnight; active compounds read low; cells stimulated with P. aeruginosa culture filtrate. activity change (cytotoxicity), % at 5 µM;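 active = corrected activity change at or below -50% at 5 µM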
EBV LMP1 NFkB: reduces LMP1-driven NF-kappaB luciferase signal; LMP1-induced NF-kappaB luciferase reporter cells, luminescence; inhibition, % at 12.5 µM; hit rate 0.69% among 350,000; in the data active = inhibition above about 41%;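 also: 0% = neutral control wells and 100% = reference inhibitor control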
* hit, by the source's call.

Screening CC(NC(=O)c1ccc(Cl)cc1)c1nnc(SCc2ccc([N+](=O)[O-])cc2)n1C (centres undefined) returned TRAIL sens C8 -3, Shn3 3UTR inh 17, HIF-2a inh -5, NR2E3 ag-1 -27, hiPSC survival 0.2, TRPM1 prom inh -11, Peg3 promoter 23, CF NFkB block 5, NR2E3 ag-2 0, KKLEB tox 0 and EBV LMP1 NFkB -15.
For CS(=O)(=O)c1ccc(C(=O)Nc2cc(S(C)(=O)=O)ccc2Cl)cc1 the results were TRAIL sens C8 -8, Shn3 3UTR inh -3, HIF-2a inh 13, NR2E3 ag-1 -11, hiPSC survival 0.2, TRPM1 prom inh 3, Peg3 promoter 7, CF NFkB block 0, NR2E3 ag-2 1, KKLEB tox -2 and EBV LMP1 NFkB 4.
For O=c1[nH]c(N/N=C/c2cc3c(cc2[N+](=O)[O-])OCO3)nc2ccccc12 the results were TRAIL sens C8 -15, Shn3 3UTR inh -9, HIF-2a inh -78, NR2E3 ag-1 -36, hiPSC survival -0.3, TRPM1 prom inh -17, Peg3 promoter 22, CF NFkB block 14, NR2E3 ag-2 0, KKLEB tox -6 and EBV LMP1 NFkB -23.
For C/C=C/Cn1c(Br)nc2c1c(=O)n(C)c(=O)n2C the results were TRAIL sens C8 -18, Shn3 3UTR inh -7, HIF-2a inh 4, NR2E3 ag-1 -3, hiPSC survival 1.2, TRPM1 prom inh -2, Peg3 promoter 9, CF NFkB block -1, NR2E3 ag-2 1, KKLEB tox 0 and EBV LMP1 NFkB -23.
For COc1cccc(CN(C)CC(=O)Nc2cccc(S(=O)(=O)N(C)c3ccccc3)c2)c1OC the results were TRAIL sens C8 -8, Shn3 3UTR inh 40, HIF-2a inh 14, NR2E3 ag-1 11, hiPSC survival -0.2, TRPM1 prom inh 18, Peg3 promoter 19, CF NFkB block -4, KKLEB tox 15 and EBV LMP1 NFkB 7.
`Cc1cc(N/C=C/C(=O)c2cccs2)ccc1F` gave TRAIL sens C8 45, Shn3 3UTR inh -66, HIF-2a inh -246, NR2E3 ag-1 -164, hiPSC survival -0.8, TRPM1 prom inh -25, Peg3 promoter -274, CF NFkB block -11, NR2E3 ag-2 3, KKLEB tox -2 and EBV LMP1 NFkB -67.
For FC(F)(F)c1ccccc1NC(=S)NN1CCOCC1 the results were TRAIL sens C8 -7, Shn3 3UTR inh 8, HIF-2a inh 7, NR2E3 ag-1 -2, hiPSC survival 3.7, TRPM1 prom inh 5, Peg3 promoter 3, CF NFkB block -8, NR2E3 ag-2 0, KKLEB tox -18 and EBV LMP1 NFkB 8.
Screening O=C(Nc1cc(N2CCCCC2)ncn1)c1ccccc1 returned TRAIL sens C8 2, Shn3 3UTR inh -41, HIF-2a inh -183, NR2E3 ag-1 -53, hiPSC survival -3.2, TRPM1 prom inh 1, Peg3 promoter -115, CF NFkB block -4, NR2E3 ag-2 -6, KKLEB tox 13 and EBV LMP1 NFkB -11.
Cc1cc(C)c(NC(=O)COC(=O)Cn2nc(-c3ccccc3)oc2=O)c(C)c1 was read as TRAIL sens C8 -3, Shn3 3UTR inh -9, HIF-2a inh 15, NR2E3 ag-1 -26, hiPSC survival 2.9, TRPM1 prom inh 2, Peg3 promoter -1, CF NFkB block -2, KKLEB tox 23 and EBV LMP1 NFkB -2.
Screening COCCCN1CC(=O)N2C(c3ccc(C)cc3)c3[nH]c4ccccc4c3C[C@H]2C1=O (some centres undefined) returned TRAIL sens C8 -6, Shn3 3UTR inh -12, HIF-2a inh 26, NR2E3 ag-1 -14, hiPSC survival 0.9, TRPM1 prom inh 4, Peg3 promoter 26, CF NFkB block 0, NR2E3 ag-2 -1, KKLEB tox -1 and EBV LMP1 NFkB -1.
For CCN(CC)C(=O)CSc1nc2ccccc2c(=O)n1CC the results were TRAIL sens C8 -2, Shn3 3UTR inh -1, HIF-2a inh 10, NR2E3 ag-1 13, hiPSC survival 5.4, TRPM1 prom inh -9, Peg3 promoter 19, CF NFkB block 5, NR2E3 ag-2 7, KKLEB tox -9 and EBV LMP1 NFkB 3.
`CCN(Cc1ccccc1)c1cc2c(c3c1ccn3C)C1CCC2C1` (centres undefined) gave TRAIL sens C8 7, Shn3 3UTR inh 2, HIF-2a inh 8, NR2E3 ag-1 14, hiPSC survival -2.5, Peg3 promoter 10, CF NFkB block 17 and KKLEB tox -5.
Screening CCNC(=O)c1ccc(-n2nc(C)cc2-c2ccccc2)cc1 returned TRAIL sens C8 -13, Shn3 3UTR inh 3, HIF-2a inh 8, NR2E3 ag-1 -6, hiPSC survival 1.7, TRPM1 prom inh 8, Peg3 promoter -1, CF NFkB block 8, NR2E3 ag-2 2, KKLEB tox -2 and EBV LMP1 NFkB 8.
`CN(C)CC(O)CN(c1ccccc1)c1ccccc1` (centres undefined) gave TRAIL sens C8 12, Shn3 3UTR inh -7, HIF-2a inh 7, NR2E3 ag-1 7, hiPSC survival -0.7, Peg3 promoter -23, CF NFkB block 16, NR2E3 ag-2 2 and KKLEB tox -10.
Fc1cccc(CN2CCN(Cc3nc(-c4cnccn4)no3)CC2)c1 was read as TRAIL sens C8 -16, Shn3 3UTR inh -10, HIF-2a inh 14, NR2E3 ag-1 2, hiPSC survival -0.7, TRPM1 prom inh -2, Peg3 promoter 5, CF NFkB block 21, NR2E3 ag-2 0, KKLEB tox -4 and EBV LMP1 NFkB 3.
For Cc1cc(C)n(C(=O)CCCCCC(=O)n2nc(C)cc2C)n1 the results were TRAIL sens C8 -12, Shn3 3UTR inh 13, HIF-2a inh 14, NR2E3 ag-1 -11, hiPSC survival -2.6, TRPM1 prom inh 11, Peg3 promoter 8, CF NFkB block 20, NR2E3 ag-2 3, KKLEB tox -6 and EBV LMP1 NFkB -11.
Screening CCOc1ccc(C(=O)NCc2ccccc2OC)cc1 returned TRAIL sens C8 -5, Shn3 3UTR inh 9, HIF-2a inh -62, NR2E3 ag-1 1, hiPSC survival 2.6, TRPM1 prom inh 6, Peg3 promoter -39, CF NFkB block 14, NR2E3 ag-2 -3, KKLEB tox -13 and EBV LMP1 NFkB -1.
For CCOC(=O)c1ccc(NC(=O)CCc2nc(-c3ccc(Cl)cc3)no2)cc1 the results were TRAIL sens C8 13, Shn3 3UTR inh 60, HIF-2a inh 7, NR2E3 ag-1 -4, hiPSC survival -2.5, TRPM1 prom inh 15, Peg3 promoter -4, CF NFkB block 14, NR2E3 ag-2 -2, KKLEB tox -14 and EBV LMP1 NFkB 12.
For Cc1ccc(-c2c(C(=O)N/N=C/C3CCCCC3)nnn2-c2nonc2N)cc1 the results were TRAIL sens C8 11, Shn3 3UTR inh -30, HIF-2a inh 11, NR2E3 ag-1 -23, hiPSC survival -0.6, TRPM1 prom inh -2, Peg3 promoter -13, CF NFkB block 24, NR2E3 ag-2 0, KKLEB tox 7 and EBV LMP1 NFkB -1.
For CCOC(=O)COc1ccc2c(c1)c(C(C)=O)c(C)n2-c1ccccc1 the results were TRAIL sens C8 -12, Shn3 3UTR inh 12, HIF-2a inh 21, NR2E3 ag-1 -17, hiPSC survival -0.3, TRPM1 prom inh 5, Peg3 promoter 25, CF NFkB block -4, KKLEB tox 1 and EBV LMP1 NFkB 1.

Brought forward from above: 3 compounds; new compounds follow.
For CCOC(=O)c1ccc(NC(=O)CCc2nc(-c3ccc(Cl)cc3)no2)cc1 the results were TRAIL sens C8 13, Shn3 3UTR inh 60, HIF-2a inh 7, NR2E3 ag-1 -4, hiPSC survival -2.5, TRPM1 prom inh 15, Peg3 promoter -4, CF NFkB block 14, NR2E3 ag-2 -2, KKLEB tox -14 and EBV LMP1 NFkB 12.
For Cc1ccc(-c2c(C(=O)N/N=C/C3CCCCC3)nnn2-c2nonc2N)cc1 the results were TRAIL sens C8 11, Shn3 3UTR inh -30, HIF-2a inh 11, NR2E3 ag-1 -23, hiPSC survival -0.6, TRPM1 prom inh -2, Peg3 promoter -13, CF NFkB block 24, NR2E3 ag-2 0, KKLEB tox 7 and EBV LMP1 NFkB -1.
For CCOC(=O)COc1ccc2c(c1)c(C(C)=O)c(C)n2-c1ccccc1 the results were TRAIL sens C8 -12, Shn3 3UTR inh 12, HIF-2a inh 21, NR2E3 ag-1 -17, hiPSC survival -0.3, TRPM1 prom inh 5, Peg3 promoter 25, CF NFkB block -4, KKLEB tox 1 and EBV LMP1 NFkB 1.
`C[C@@H]1CN([C@@H](C)CO)C(=O)CCCn2nncc2CO[C@@H]1CN(C)C(=O)Nc1ccnc(N2CCOCC2)c1` gave TRAIL sens C8 -13, Shn3 3UTR inh -14, HIF-2a inh 6, NR2E3 ag-1 -6, hiPSC survival 1.3, Peg3 promoter -1, CF NFkB block -35, KKLEB tox 24 and EBV LMP1 NFkB -3.
Screening O=C(O)C1CC(=O)N(c2ccc(OCc3ccccc3)cc2)C1 (centres undefined) returned TRAIL sens C8 -2, Shn3 3UTR inh -3, HIF-2a inh 9, NR2E3 ag-1 -19, hiPSC survival 5.4, TRPM1 prom inh -1, Peg3 promoter -3, CF NFkB block 1, NR2E3 ag-2 2, KKLEB tox 8 and EBV LMP1 NFkB 5.
`COc1cc(C(O)P(=O)(OC2CCCCC2)c2ccc(N(C)C)cc2)cc(OC)c1OC` (centres undefined) gave TRAIL sens C8 -8, Shn3 3UTR inh 16, HIF-2a inh 15, NR2E3 ag-1 -15, hiPSC survival -1.4, TRPM1 prom inh 3, Peg3 promoter 17, CF NFkB block 6, NR2E3 ag-2 0, KKLEB tox 1 and EBV LMP1 NFkB 4.
Screening O=c1[nH]c(NCCO)c(N=Cc2ccccc2)c(=O)[nH]1 returned TRAIL sens C8 -13, Shn3 3UTR inh 4, HIF-2a inh 18, NR2E3 ag-1 7, hiPSC survival -0.7, TRPM1 prom inh 1, Peg3 promoter 1, CF NFkB block 0, NR2E3 ag-2 3, KKLEB tox 2 and EBV LMP1 NFkB 2.
Screening O=C(Nc1nnc(S(=O)(=O)N2CCN(c3ccc(F)cc3)CC2)s1)c1ccco1 returned TRAIL sens C8 -3, Shn3 3UTR inh -13, HIF-2a inh -77, NR2E3 ag-1 -32, hiPSC survival 0.0, TRPM1 prom inh -13, Peg3 promoter -50, CF NFkB block 1, NR2E3 ag-2 -1, KKLEB tox -4 and EBV LMP1 NFkB 1.
Screening O=[N+]([O-])c1ccc2nc(CN3CCCCC3)[nH]c2c1 returned TRAIL sens C8 0, Shn3 3UTR inh 3, HIF-2a inh -60, NR2E3 ag-1 -30, hiPSC survival -1.3, TRPM1 prom inh -16, Peg3 promoter -39, CF NFkB block -2, NR2E3 ag-2 1, KKLEB tox -12 and EBV LMP1 NFkB 6.
For CC1CCN(C(=O)CN2C(=O)NC(c3ccccc3)(c3ccccc3)C2=O)CC1 the results were TRAIL sens C8 -11, Shn3 3UTR inh 5, HIF-2a inh 8, NR2E3 ag-1 -21, hiPSC survival -0.4, TRPM1 prom inh 6, Peg3 promoter 2, CF NFkB block -9, NR2E3 ag-2 -2, KKLEB tox 16 and EBV LMP1 NFkB 0.

Some of the compounds tested; rates above refer to the full screens.
